Bioassay records (PubChem)
PDI turbidity: blocks human protein disulfide isomerase activity; P07237; PDI insulin aggregation turbidity, A650, 90 min; inhibition, % at 10 µM; 0.052% of 350,000 active;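 active = mean inhibition across replicates of 30% or more, whatever share of single replicates reach that level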;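 also: absorbance from insulin aggregation driven by PDI reduction with DTT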
Target sequence (P07237 whole entry, looked up): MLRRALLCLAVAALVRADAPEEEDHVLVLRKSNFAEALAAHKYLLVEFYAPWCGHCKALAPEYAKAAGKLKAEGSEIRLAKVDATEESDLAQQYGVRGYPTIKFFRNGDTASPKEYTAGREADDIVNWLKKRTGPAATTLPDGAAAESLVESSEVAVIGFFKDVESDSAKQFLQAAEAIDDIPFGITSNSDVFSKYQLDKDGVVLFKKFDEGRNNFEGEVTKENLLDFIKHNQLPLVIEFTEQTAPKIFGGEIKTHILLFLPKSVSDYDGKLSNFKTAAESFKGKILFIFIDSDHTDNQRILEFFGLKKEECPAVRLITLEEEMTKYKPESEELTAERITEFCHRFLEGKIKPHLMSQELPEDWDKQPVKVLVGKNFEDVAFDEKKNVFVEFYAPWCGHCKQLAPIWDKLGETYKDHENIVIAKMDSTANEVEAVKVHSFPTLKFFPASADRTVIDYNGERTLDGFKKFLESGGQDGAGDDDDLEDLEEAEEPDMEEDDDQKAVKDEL
Shn3 3UTR inh: reduces Shn3 3'UTR luciferase signal in osteoblasts; inhibition, % at 12.5 µM; Clone20 osteoblast Shn3 3'UTR firefly luciferase, 24 h; 0.52% of 360,000 active; AID 588674;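 active = mean inhibition of at least 75% with every replicate also reaching 75%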;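 also: 0% = median of neutral control wells and 100% = pilot-screen positive control compound; some compounds past the cut are filed as inactive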
hiPSC survival: increases survival of single human iPS cells | 0.044% of 360,000 active | survival enhancement, % at 20 µM | hiPSC single-cell survival, ATPlite luminescence; 100% = ROCK inhibitor wells, 0% = DMSO; in the data active = survival enhancement above about 18%;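 also: cells exposed to compounds for 16 hours before the ATP read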
MITF TRPM1 inh: MITF TRPM1 promoter inhibition in SK-MEL-5 cells; inhibition, % at 12.5 µM; SK-MEL-5 TRPM1 promoter luciferase, 24 h; AID 488899; 0.83% of 330,000 active;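 active = mean inhibition across replicates of 60% or more, whatever share of single replicates reaches that level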; also: values of inactives mirror those of a sister screen read the other way
NR2E3 ag-1: agonists of human nuclear receptor NR2E3. GST-NR2E3/biotin-RetCOR TR-FRET, 1536-well. inhibition of corepressor binding, % at 4.78 µM. AID 2300. 0.12% of 320,000 active;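 active = percent inhibition above the cutoff of mean plus 3 SD of all tested compounds, set per screening campaign, cut at about 20% in these data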;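 also: 0% = DMSO wells and 100% = biotin wells as full block of FRET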
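Material: NR2E3–RetCOR corepressor complex / Amount: 1.35 nM GST-NR2E3 / Medium: Tris pH 7.5 / Compound: single nominal compound dose of 4.8 µM / Incubation: 5 h at 4 °C / Technique: TR-FRET, Eu(K)-anti-GST donor, streptavidin-D2 acceptor, ex 340, em 617/671 nm / Read-out basis: percent loss of FRET ratio relative to control wells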
m5-HT2A agonist: activates the mouse 5-HT2A serotonin receptor. P35363. CHO-K1 mHTR2A beta-arrestin complementation, luminescence; percent of 30 µM serotonin response. activation, % at 7.6 µM. 0.66% of 360,000 active;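 active = activation above a run cutoff, the mean activation of all tested compounds plus 3 SD, cut at about 14% in these data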;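 also: 0% = plate median of compound wells and 100% = 30 µM serotonin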
Target sequence (P35363 whole entry, looked up): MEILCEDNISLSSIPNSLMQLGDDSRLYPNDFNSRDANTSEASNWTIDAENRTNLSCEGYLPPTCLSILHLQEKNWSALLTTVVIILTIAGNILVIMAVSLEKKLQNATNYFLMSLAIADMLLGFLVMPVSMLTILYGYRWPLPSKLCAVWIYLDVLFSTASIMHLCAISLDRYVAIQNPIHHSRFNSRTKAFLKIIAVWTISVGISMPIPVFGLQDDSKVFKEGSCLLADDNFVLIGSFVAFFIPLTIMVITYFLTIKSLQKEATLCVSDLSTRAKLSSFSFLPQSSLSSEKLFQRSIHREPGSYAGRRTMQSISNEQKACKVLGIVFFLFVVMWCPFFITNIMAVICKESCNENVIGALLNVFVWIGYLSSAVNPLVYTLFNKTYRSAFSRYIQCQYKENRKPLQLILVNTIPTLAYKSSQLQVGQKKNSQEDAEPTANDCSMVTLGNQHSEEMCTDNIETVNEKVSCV
Peg3 promoter: Peg3 promoter activity inhibition. 1.7% of 360,000 active. inhibition, % at 20 µM. AID 588405. HeLa PEG-Prom luciferase reporter, luminescence, overnight;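 active = inhibition of at least 50% at 20 µM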
NR2E3 ag-2: agonists of human NR2E3 nuclear receptor | Q9Y5X4 | CHO-S Gal4-NCOR/VP16-NR2E3 two-hybrid, luciferase | inhibition of corepressor binding, % at 3.98 µM | 0.35% of 360,000 active | AID 602229;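 active = inhibition above the mean of all tested compounds plus 3 SD, cut at about 70% in these data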;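 also: 0% = DMSO with NR2E3 transfected cells and 100% = cells lacking NR2E3 construct; higher means lower luciferase signal from less NR2E3 corepressor binding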
HIF-2a inh: HIF-2a inhibition; 786-0 RCC cells HIF-2a reporter, luciferase luminescence, overnight; 0.72% of 360,000 active; inhibition, % at 18.8 µM;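 active = inhibition of the luminescence signal of 40% or more relative to plate controls, in a single-dose primary screen at 18.75 µM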
CaV13 ICDI inh: Disruptors of the CACNA1D IQ motif to Ca2+-dependent inactivation inhibitor domain association, primary screening, Förster resonance energy transfer in intact living …; HEK cells, CFP/YFP FRET ICDI-IQ, plate reader, 10 min; percent FRET-ratio fall versus neutral wells; inhibition, % at 12.3 µM; 0.098% of 340,000 active;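 active = mean replicate inhibition of at least 30% and at least 1% of replicates passing that level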;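 also: 0% = median of the neutral control wells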
Cardio protect: modulators protecting cardiomyocytes from myocardial damage. H9c2 cardiomyocytes, H2O2 injury protection, ATPLite, 2 h. protection from H2O2 cell death, % at 20 µM. 0.63% of 360,000 active;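 active = compounds giving at least 50% protection of heart cells from peroxide-induced death in the single-dose screen, raw or plate-pattern-corrected value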;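 also: 0% = DMSO wells with peroxide and 100% = DMSO wells without peroxide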
* hit, by the source's call; · = not tested or not shown.

A first look (two entries):
SMILES	PDI turbidity	Shn3 3UTR inh	hiPSC survival	MITF TRPM1 inh	NR2E3 ag-1	m5-HT2A agonist	Peg3 promoter	NR2E3 ag-2	HIF-2a inh	CaV13 ICDI inh	Cardio protect
Cc1ccc(N2C(=O)c3ccccc3C2(O)c2ncc[nH]2)cc1 (stereo not given)	-5	-2	0.0	-1	2	0	14	6	3	·	4
C=CCN(C)NC(=O)Nc1ccccc1	0	-18	0.1	0	1	0	13	13	11	-6	-2

The list itself, repeating the preview:
SMILES	PDI turbidity	Shn3 3UTR inh	hiPSC survival	MITF TRPM1 inh	NR2E3 ag-1	m5-HT2A agonist	Peg3 promoter	NR2E3 ag-2	HIF-2a inh	CaV13 ICDI inh	Cardio protect
Cc1ccc(N2C(=O)c3ccccc3C2(O)c2ncc[nH]2)cc1 (stereo not given)	-5	-2	0.0	-1	2	0	14	6	3	·	4
C=CCN(C)NC(=O)Nc1ccccc1	0	-18	0.1	0	1	0	13	13	11	-6	-2
Cc1cccc(-c2nnc(SCC(=O)Nc3cccc(C(=O)N4CCOCC4)c3)n2C)c1	-2	14	0.6	-2	-4	1	4	-8	17	-5	0
O=[N+]([O-])c1cc([N+](=O)[O-])c2n[nH]c(-c3ccccc3)c2c1	3	-9	0.1	2	4	-3	2	-22	8	-4	0
O=C(COC(=O)C1Cc2ccccc2CN1C(=O)c1ccccc1Cl)Nc1ccc(N2CCOCC2)cc1 (stereo not given)	-2	21	-0.6	-4	4	-4	14	-24	10	-8	1
CS(=O)(=O)Nc1ccc(C(=O)NCc2ccccn2)cc1	-6	-2	-0.3	3	0	3	2	-12	-4	·	-3
COc1ccc(C(=O)COC(=O)/C=C/c2ccccc2[N+](=O)[O-])cc1	2	4	-1.7	-9	·	4	-18	2	-37	-6	-8
COc1ccc(CNc2nc3ccccc3n2C)c(OC)c1	-3	-17	-0.9	-40	-4	-3	-210	-123	-193	4	-6
O=C(CC1Nc2ccccc2NC1=O)Nc1cc(Cl)cc(Cl)c1 (stereo not given)	-15	3	3.3	0	2	-4	0	-8	-66	-8	-15
O=C(CCN1C(=O)/C(=C/c2cccs2)SC1=S)Nc1ccccn1	2	-7	-1.7	6	1	6	8	2	13	-6	6
O=C(CCC(=O)OCC(F)(F)C(F)F)Nc1ccc(Cl)cc1	-2	-9	0.4	-2	-4	-2	63*	-16	3	-5	2
N#Cc1cccc(NC(=O)CSc2cccc[n+]2[O-])c1	10	0	-1.9	-8	·	3	4	16	9	-5	0
Cc1cccc(C2(c3cccc(C)c3)CC2C(=O)NCC2CCCO2)c1 (stereo not given)	-9	-1	-0.8	4	2	1	-11	-15	10	-3	-1
CC(=O)c1c(C)nc(-c2ccc(Cl)cc2)nc1N	6	-53	-0.8	-17	0	-3	-256	-177	-258	-7	-9
Cc1ccc(NC(=O)CNC(=O)c2ccco2)nc1	-10	-9	-0.5	-5	2	-3	-1	-5	-10	·	3
COc1ccc(NC(=O)CSc2nnc3ccc(-c4ccccn4)nn23)cc1OC	-2	5	-0.4	5	1	7	-6	-7	3	-6	3
Cn1ccnc1C(O)c1cccc(OCc2ccccc2)c1 (stereo not given)	0	-13	-0.6	-2	1	0	-10	-14	2	17	-2
Cc1ccc(-c2ocnc2C(=O)N2CCOCC2)cc1	-4	0	-0.2	3	-1	6	5	-15	-5	-4	2
COc1ccc(C2N(c3cc(Cl)ccc3OC)C(=O)C3CCCN32)cc1OC (stereo not given)	·	-3	-0.8	12	-2	-3	5	-16	16	-10	-1
O=C(NNC(=O)C1CCCN(c2ncccn2)C1)c1ccc(F)cc1 (stereo not given)	-1	2	0.7	5	-2	-1	-12	13	21	-10	2
CC(=O)c1c(C)[nH]c(C(=O)NCCCN2CCCC2)c1C	-6	-11	3.3	-4	1	4	0	-48	17	-2	1
O=C(CSc1nc2ccccc2c(=O)n1-c1ccc(SC(F)F)cc1)Nc1ccc(N2CCOCC2)cc1	2	30	-3.4	10	-1	1	6	18	4	-3	-4
O=C(CSc1ncccc1C(=O)O)NC12CC3CC(CC(C3)C1)C2	-2	15	1.1	-9	-1	2	-16	-11	-30	-4	0
COc1ccc(C2OC(=O)c3ccccc3S2)cc1 (stereo not given)	1	5	-2.0	0	3	7	-18	-6	2	-4	-5
Cc1ccc(C(=O)CSc2nnc(CNc3ccc(C)cc3C)n2Cc2ccco2)cc1	2	24	-1.7	8	0	-8	16	-23	13	-4	-15
N#Cc1ccc(Cl)cc1NC(=O)COC(=O)c1cccc(S(=O)(=O)N2CCOCC2)c1	3	-6	-0.5	17	2	3	15	13	14	-5	-2
COC(=O)C(Nc1nccs1)(OC)C(F)(F)F (stereo not given)	15	-27	-0.5	6	3	9	0	4	5	-5	0
COCCNC(=O)C(=O)N/N=C/c1ccc(C(=O)OC)cc1	-1	4	-1.0	4	3	-6	-3	-5	-13	4	-2
CC(=O)OC1CSc2nc3ccccc3n2C1 (stereo not given)	-10	-26	0.4	-1	-2	-2	16	9	12	-4	-5
CC(=O)c1cccc(NC(=O)Nc2ccc(C(=O)N3CCCC3)cc2)c1	-7	4	-3.1	-32	3	-2	-75	-18	-82	·	-13
Cc1ccc(N2CC(C(=O)Nc3nnc(SCC(=O)NCC4CCCO4)s3)CC2=O)cc1 (stereo not given)	-10	1	-0.4	6	0	4	9	-8	6	·	11
Cc1ccccc1-c1nc2ccccc2c(=O)n1C1CCS(=O)(=O)C1 (stereo not given)	-5	-3	-1.1	-2	3	-4	0	-32	-4	-6	20
Brc1ccc(OCCCOc2cccc3cccnc23)cc1	1	-26	-0.6	-19	-1	-1	-59	-29	-139	-21	-7
CCC(C)NC(=O)c1ccc(CSCc2cccc(F)c2)o1 (stereo not given)	7	-11	1.1	-23	-1	-5	-19	-17	-23	-8	-1
Cc1ccc(-c2nnc(SCC(=O)N/N=C/c3c(C)nn(-c4ccccc4)c3C)n2-c2ccc(C)cc2)cc1	-1	19	-1.5	5	-1	-3	25	4	18	-14	-5
Cc1cc(C)cc(NC(=O)CSc2nc3c(c(=O)n2C)SC(C)C3)c1 (stereo not given)	6	18	1.6	-7	2	2	16	-15	16	-5	-12

Quoted from the listing.
For CaV13 ICDI inh, Brc1ccc(OCCCOc2cccc3cccnc23)cc1 is listed with -21
For Shn3 3UTR inh, Cc1cc(C)cc(NC(=O)CSc2nc3c(c(=O)n2C)SC(C)C3)c1 (stereo not given) is listed with 18
For m5-HT2A agonist, CC(=O)OC1CSc2nc3ccccc3n2C1 (stereo not given) is listed with -2
For PDI turbidity, Cc1ccc(-c2nnc(SCC(=O)N/N=C/c3c(C)nn(-c4ccccc4)c3C)n2-c2ccc(C)cc2)cc1 is listed with -1

Next part:
SMILES	PDI turbidity	Shn3 3UTR inh	hiPSC survival	MITF TRPM1 inh	NR2E3 ag-1	m5-HT2A agonist	Peg3 promoter	NR2E3 ag-2	HIF-2a inh	CaV13 ICDI inh	Cardio protect
Cc1nn(C)cc1/C=N\NC(=O)Cc1ccc([N+](=O)[O-])cc1	-1	9	0.6	-1	-2	-4	4	-1	16	-3	-1
COc1ccc(S(=O)(=O)Nc2ccc(F)c(F)c2)cc1C(=O)N1CCOCC1	3	-8	1.6	5	5	-5	12	-33	20	-5	-8
COc1cc(C2/C(=C(\O)c3ccc4c(c3)OCCO4)C(=O)C(=O)N2Cc2ccco2)cc(OC)c1OC (stereo not given)	2	1	0.5	5	·	8	-4	7	2	·	-5
Cc1ccc(O)c(NC(=O)CCCC(=O)O)c1	-5	4	2.6	3	0	2	8	-2	17	-9	-1
CCC(CCNC(=O)c1ccccc1)(CCNC(=O)c1ccccc1)[N+](=O)[O-]	5	-1	-1.4	5	·	6	0	15	7	-7	-1
O=C1NC[C@H](CCCCN2CCN(CCc3ccc(O)cc3)C(=O)C2=O)N(CCC2CCCCC2)C1=O	·	·	1.4	·	·	1	·	2	-2	-9	·
COc1cc(OC)c(OC)cc1CN1CCCC(C(=O)c2sccc2C)C1 (stereo not given)	-11	11	-0.9	6	4	6	-10	19	20	-2	0
CC(NC(=O)CN(C)CC(=O)Nc1ccc(F)c(F)c1F)c1ccccc1 (stereo not given)	8	-3	-1.3	-12	1	-1	11	8	20	-7	1
CCNC(=S)N(CCN(CC)CC)Cc1cc2cc3c(cc2[nH]c1=O)OCCO3	-3	15	-0.6	19	1	8	5	13	-4	0	14
N=c1c2c3c(sc2ncn1N)CCC3	-2	20	-0.2	13	5	4	16	-9	10	-13	-1
CC(=O)NC(CC(=O)NC1CCCc2ccccc21)c1ccccc1 (stereo not given)	8	-2	-0.4	6	4	-4	12	12	12	-3	-1
C/C(=N\NC(=O)Cn1ccc(C(F)(F)F)n1)c1ccc2c(c1)OCO2	3	10	-0.6	12	1	-4	-4	9	-11	-6	-16
CCC(=O)N1CCN(c2ccc(NC(=O)c3ccc(N4CCOCC4)c([N+](=O)[O-])c3)cc2)CC1	19	-3	-0.1	-1	-1	1	6	-22	5	·	15
Cc1cc(S(=O)(=O)NCC(c2ccc3c(c2)OCO3)N2CCOCC2)ccc1F (stereo not given)	5	-4	0.1	2	5	-2	1	-10	4	-13	-1
Cc1ccc(S(=O)(=O)CCC(=O)OCC(=O)Nc2cc(S(=O)(=O)N3CCOCC3)ccc2Cl)cc1	-3	-11	-1.5	·	·	1	-6	1	5	-2	-15
C=CCOc1ccc2c(CC)cc(=O)oc2c1C	-13	3	-0.4	-14	-3	2	-24	-47	-71	-18	3
C=CCc1ccccc1OCC(O)CN1CCOCC1 (stereo not given)	0	12	0.9	-5	5	-5	6	12	7	-20	-2
Cc1ccc(C2/C(=C(/O)c3cnn(-c4ccccc4)c3C)C(=O)C(=O)N2CCN2CCOCC2)o1 (stereo not given)	-6	-40	0.1	-14	-1	0	-99	-93	-155	-4	7
FC(F)(F)c1cccc(CC2CN(Cc3ccccc3)Cc3ccccc3N2c2cc(Cl)cc(Cl)c2)c1 (stereo not given)	0	14	-1.9	·	·	-4	-4	20	8	-15	-7
CCOc1ccc2nc(C)cc(Nc3ccc4c(c3)OCCO4)c2c1	-12	17	-2.4	32	3	-5	88*	-19	45*	-3	-24
S=C(Nc1ccc(Oc2ccc(NC(=S)NC3CCCCC3)cc2)cc1)NC1CCCCC1	-3	52	-1.7	20	0	0	15	25	11	-4	-13
Cc1ccc(C(=O)NCC(=O)NCCCc2ccccc2)s1	10	-10	0.6	5	0	3	9	-2	7	-3	-3
Cc1ccc(S(=O)(=O)Nc2cccnc2)cc1	-7	10	-2.4	-2	4	6	5	-14	6	·	-1
CCOC(=O)c1ccc2c(c1)N(Cc1ccccc1C)C(=O)c1ccccc1S2=O (stereo not given)	-17	15	-2.3	-10	-4	1	3	-8	11	-3	-3
CC(C)(C)n1nnnc1C(c1ccccc1F)N1CCN(C2CCCC2)CC1 (stereo not given)	2	4	-1.7	0	·	-3	6	18	9	-1	-3
Cc1c(C(=O)Nc2ccc3c(c2)OCCO3)sc2ncnc(N3CCCCC3C)c12 (stereo not given)	8	-14	-0.2	-13	2	9	-17	-42	-128	-5	16
